PAFAH1B2 inh: inhibitors of human PAFAH1B2; P68402; inhibition, % at 3.39 µM; hit rate 1.2% among 340,000; recombinant PAFAH1B2, FP-rhodamine activity probe, fluorescence polarization;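 active = inhibition above the mean of all tested compounds plus 3 SD, cut at about 24% in these data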;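 also: 0% = enzyme with DMSO and 100% = wells lacking PAFAH1B2; many of its hits are not listed in these tables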
BCLXL inh: blocks human Bcl-xL binding to Bim BH3 peptide | Q07817 | GST-Bcl-xL / FITC-Bim BH3 peptide fluorescence polarization | inhibition, % at 10.9 µM | hit rate 0.7% among 320,000 | AID 2129;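 active = inhibition above the mean of all tested compounds plus 3 SD, cutoff set per campaign, cut at about 30% in these data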;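 also: 0% = DMSO wells and 100% = unlabeled Bim-BH3 peptide competitor; inhibitors lower millipolarization by displacing the labeled peptide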
Target sequence (Q07817 whole entry, looked up): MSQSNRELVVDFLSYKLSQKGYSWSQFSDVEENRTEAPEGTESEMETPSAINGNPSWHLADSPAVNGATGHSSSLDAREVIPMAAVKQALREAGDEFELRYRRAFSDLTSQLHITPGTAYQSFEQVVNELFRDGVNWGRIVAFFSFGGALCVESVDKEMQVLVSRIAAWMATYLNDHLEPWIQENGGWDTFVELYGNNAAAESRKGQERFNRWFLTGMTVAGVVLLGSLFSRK
pPAFAH FP inh: pPAFAH (human) enzyme inhibition | recombinant pPAFAH, FP-rhodamine probe fluorescence polarization | inhibition, % at 3.39 µM | hit rate 1.5% among 330,000 | AID 463082;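 active = inhibition above the mean inhibition across the screen plus 3 SD, cut at about 25% in these data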;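 also: inhibitors block binding of the rhodamine activity-based probe so polarization drops; 0% = enzyme with DMSO and 100% = wells lacking pPAFAH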
MEX-5 binding: C. elegans MEX-5 TCR-2 RNA binding activity. Q9XUB2. MEX-5/FITC-TCR2 RNA binding, fluorescence polarization; hits give low values. activity score (negative = inhibition of binding), % at 10 µM. hit rate 0.38% among 300,000;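 active = inhibition past about -25% in most replicates, and total fluorescence under double the plate's negative control median, limit read from the data; inconclusive = replicates evenly split on the limit, or fluorescence at least double controls; inactive = too little inhibition in most replicates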;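 also: 0% = DMSO and -100% = 5 µM competing unlabeled TCR2 RNA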
MCL1-BIM inh: inhibitors of human MCL1 binding to BIM-BH3 peptide; GST-MCL1 / FITC-Bim-BH3 fluorescence polarization; inhibition, % at 10.9 µM; hit rate 0.68% among 320,000;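 active = inhibition above the mean inhibition of all tested compounds plus 3 SD, set per campaign, cut at about 40% in these data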;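 also: 0% = DMSO wells and 100% = unlabeled Bim-BH3 peptide control; higher means more loss of mP so more displacement of Bim peptide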
Target sequence (Q07820 whole entry, looked up): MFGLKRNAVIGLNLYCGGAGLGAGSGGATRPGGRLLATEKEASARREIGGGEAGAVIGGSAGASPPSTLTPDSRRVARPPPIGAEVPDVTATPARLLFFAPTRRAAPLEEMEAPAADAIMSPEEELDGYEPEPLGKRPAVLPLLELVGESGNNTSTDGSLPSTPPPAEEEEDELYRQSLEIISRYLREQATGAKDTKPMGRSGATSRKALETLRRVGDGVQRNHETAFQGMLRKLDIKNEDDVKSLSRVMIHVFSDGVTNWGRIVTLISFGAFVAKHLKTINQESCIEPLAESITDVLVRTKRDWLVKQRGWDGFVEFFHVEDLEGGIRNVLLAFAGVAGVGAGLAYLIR
Fam108B counter: blocks mouse Fam108B hydrolase in RBBP9 counter-screen; inhibition, % at 9.51 µM; hit rate 0.33% among 300,000; AID 1947; recombinant Fam108B, FP-Rh probe fluorescence polarization;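 active = inhibition above the screen mean inhibition plus 3 SD, computed separately per campaign, cut at about 18% in these data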;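 also: inhibitors lower polarization as less probe binds the enzyme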
GLD-1 RNA inh: GLD-1-TGE RNA interaction inhibition (C. elegans); Q17339; purified GLD-1 + fluorescein TGE RNA, fluorescence polarization; inhibition, % at 5.96 µM; hit rate 0.44% among 320,000;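 active = percent inhibition above a per-plate cutoff, the plate mean of test compounds plus 3 SD, cut at about 30% in these data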;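 also: 0% = DMSO wells with GLD-1 and probe and 100% = wells lacking GLD-1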
Target sequence (Q17339 whole entry, looked up): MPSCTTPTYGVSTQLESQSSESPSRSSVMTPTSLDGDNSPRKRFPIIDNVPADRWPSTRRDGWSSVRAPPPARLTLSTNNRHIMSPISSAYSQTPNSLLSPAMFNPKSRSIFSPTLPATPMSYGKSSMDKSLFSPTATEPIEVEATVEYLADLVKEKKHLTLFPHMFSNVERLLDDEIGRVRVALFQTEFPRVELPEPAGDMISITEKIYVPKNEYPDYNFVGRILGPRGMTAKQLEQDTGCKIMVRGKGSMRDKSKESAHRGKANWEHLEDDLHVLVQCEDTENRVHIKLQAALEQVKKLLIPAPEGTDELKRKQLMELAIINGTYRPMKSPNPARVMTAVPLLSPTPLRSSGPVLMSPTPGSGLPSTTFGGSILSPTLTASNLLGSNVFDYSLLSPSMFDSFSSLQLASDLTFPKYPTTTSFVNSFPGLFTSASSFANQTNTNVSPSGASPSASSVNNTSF
PME-1 primary: blocks human protein phosphatase methylesterase 1 | hit rate 0.53% among 320,000 | inhibition, % at 5.9 µM | Q9Y570 | recombinant PME-1, FP-Rh probe fluorescence polarization;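 active = inhibition above the campaign mean of all compounds plus 3 SD, cut at about 26% in these data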;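 also: competitive labeling of PME-1 active site by serine hydrolase directed probe; 0% = PME-1 with DMSO and 100% = wells lacking PME-1 enzyme; inhibitors block probe labeling so polarization falls and inhibition rises; many of its hits are not listed in these tables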
AHR act: human AHR activation; hit rate 2.5% among 320,000; P35869; AHR-responsive luciferase reporter cells, luminescence; activation, % at 5 µM; in the data active = activation above about 47%;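 also: 0% = vehicle wells and 100% = reference agonist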
An asterisk follows results filed as active; ? = inconclusive; . = no result given. An excerpt; count on the stated rates, not on these rows.

SMILES	PAFAH1B2 inh	BCLXL inh	pPAFAH FP inh	MEX-5 binding	MCL1-BIM inh	Fam108B counter	GLD-1 RNA inh	PME-1 primary	AHR act
Cc1ccc(NC(=O)COC(=O)Cc2ccsc2)cc1S(=O)(=O)N(C)C	2	-1	19	2.7	-4	-4	-5	-6	-2
Cc1ccc(S(=O)(=O)NCC(=O)N(CC(=O)NCC2CCCO2)c2cccc(F)c2)cc1 (stereo unspecified)	6	-3	1	-0.9	5	3	11	4	1
Cc1ccc(C)c(N=C2NC(=O)CS2)c1	5	4	5	-0.5	4	2	2	-7	-1
Cc1ccc(SCC(=O)NC2CC3CCC(C2)N3C)cc1 (stereo unspecified)	5	2	-5	-0.7	10	0	1	-1	2
CCCCOC(=O)C(C)Nc1n[nH]c(=S)[nH]c1=O (stereo unspecified)	.	5	0	-1.5	16	-2	-5	3	4
CC(=O)c1ccc(Cc2ccc(C(C)=O)cc2)cc1	-4	5	0	2.1	16	6	4	7	1
Cc1onc(-c2ccccc2)c1C(=O)Oc1cccnc1	6	3	5	1.1	-10	3	-8	3	0
O=S(=O)(N/N=C/c1ccc(N2CCOCC2)cc1)c1ccc(Br)cc1	12	3	3	0.6	-5	4	1	-6	2
CCOc1ccc(NC(=S)NCc2ccco2)cc1	1	0	3	-1.1	5	1	3	-1	1
O=C(NCc1ccco1)c1cc2ccccc2o1	0	4	2	-0.1	-4	0	8	-3	3
CS(=O)(=O)N1CCSC1c1ccc(Br)cc1 (stereo unspecified)	26*	4	2	1.9	5	-1	2	-4	0
CCOC(=O)N1CCN(S(=O)(=O)c2ccc(C(=O)Nc3nnc(C)o3)cc2)CC1	6	-3	1	-2.2	-1	1	6	-4	1
CCc1nc2sccc2c(=O)[nH]1	3	2	3	2.2	12	3	1	2	4
COC(=O)C(CCSC)NC(=O)CNS(=O)(=O)c1ccc(Cl)cc1 (stereo unspecified)	8	-1	-3	0.5	-1	-1	-6	0	-1
Nn1c(SCc2cn3ccccc3n2)nnc1-c1ccncc1	-1	-2	1	1.0	-4	-3	3	-5	2
COc1ccc(NC(=O)CCCSc2ccccc2)cc1S(N)(=O)=O	11	0	5	1.6	-9	2	9	-2	-2
CC(=O)c1cnc2nc(C(F)(F)F)nn2c1C	4	12	-9	-1.9	-1	12	12	-15	5
COCCNC(=O)CN1C(=O)CSc2ncccc21	-6	-3	4	0.4	-5	3	7	-2	0
CN1CCN(c2ccc(NC(=S)NC(=O)c3cccc4c(Cl)cccc34)cc2)CC1	-5	7	-1	0.0	7	-2	7	8	9
O=C(CCCCCNC(=O)c1ccccc1Br)N=Nc1c(O)[nH]c2ccccc12	1	6	5	-0.5	1	-1	0	5	4
CC(C)Oc1ccc(C(=O)O)cc1	2	8	3	-0.8	5	6	-3	7	0
CCOc1ccccc1C(=O)NCC(=O)NCCCc1ccccc1	0	6	6	0.9	3	1	2	1	-4
CCN(C(=O)CSc1nc2ccc(Cl)cc2[nH]1)C1CCS(=O)(=O)C1 (stereo unspecified)	0	.	6	.	.	.	1	.	4
COc1ccccc1C(=O)N/C(N)=N/c1nc2ccccc2o1	-7	-12	-2	-16	-20	-10	-21	-21	69*
CN1CCN(C(=O)c2cc(-c3ccco3)on2)CC1	3	3	0	-3.5	0	-2	3	-2	-6
O=C(CO/N=C/c1ccc(OC(F)F)cc1)NCc1ccc(F)cc1	-1	-5	2	-0.3	-2	0	3	3	5
[O-]/C(=C(\C(=S)NCc1ccc2c(c1)OCO2)[n+]1ccccc1)c1ccc(Cl)s1	0	1	6	-0.4	-3	-2	-1	-5	1
Cc1ccccc1N1CCN(CCN2C(=O)CC(=C3c4ccccc4-c4ccccc43)C2=O)CC1	-1	4	18	0.0	0	0	4	2	-4
CCOc1ccccc1-c1nnc(SCC(=O)NC2(C#N)CCCC2)o1	1	2	3	.	0	.	1	2	46
CCOP(=O)(OCC)C(Nc1cccc([N+](=O)[O-])c1)c1ccccc1 (stereo unspecified)	-1	7	-3	?	8	0	6	-2	0
O=C(Nc1nc2c(F)cc(F)cc2s1)c1ccccn1	3	5	9	-0.6	-2	3	-2	-4	26
COc1ccc(CN2CC(C(N)=O)Oc3ccccc32)cc1F (stereo unspecified)	-5	5	3	-0.7	2	3	5	2	0
COc1cccc2sc3cc(NCCCN4CCOCC4)ccc3c(=O)c12	-1	.	-3	.	.	.	3	.	14
O=C1Nc2ccccc2OC1CC(=O)N1CCCC1 (stereo unspecified)	-1	3	9	0.8	-2	1	-5	1	0
CCCC(=O)c1cc2ccccc2oc1=O	2	7	5	2.2	7	2	0	-1	-2
CC1CCC(C(=O)NC(C(=O)Nc2ccccn2)C(C)C)CC1 (stereo unspecified)	3	3	6	1.3	-5	-3	3	5	-4
COC(=O)CSc1nnc(-c2ccoc2C)n1-c1ccc(OC)cc1	0	3	-6	0.0	-2	1	-3	-7	0
CCOC(=O)N1CCN(C(=S)Nc2ccccc2C(C)C)CC1	2	0	4	2.3	3	-9	2	-4	-2
CCN(CC)CCNCC(=O)N1c2ccccc2CCc2ccc(NC(=O)OC)cc21	1	3	-4	3.0	-1	-4	8	-4	4
COc1ccc(NC(=S)N2CCC(c3ccccc3)C2)cc1 (stereo unspecified)	8	-1	4	1.6	-7	0	5	2	6
Cc1ccccc1C(=O)NC(CC(C)C)C(=O)OCC(=O)c1c(N)n(C)c(=O)n(C)c1=O (stereo unspecified)	0	3	1	-0.3	6	4	0	-2	0
CCOC(=O)N1CCC(N2CCN(Cc3ccc(F)c(F)c3)C(CCO)C2)CC1 (stereo unspecified)	2	-1	-3	-3.2	5	2	5	6	-1
CCn1c2ccccc2c2nc3ccccc3nc21	1	4	0	-0.1	11	-4	-1	7	90*
Cc1ccccc1NC(=O)CCC(=O)OCC(=O)c1ccc(-c2ccccc2)cc1	1	-1	13	1.8	0	-4	6	-10	1
C[C@@H](C(=O)Nc1ccc2ccccc2c1)[C@H]1C[C@]1(C)[C@H](NC(=O)c1cnccn1)c1ccccc1	6	7	-2	2.4	6	-5	0	-7	12

Whole records, quoted from the list. Order of values: PAFAH1B2 inh, BCLXL inh, pPAFAH FP inh, MEX-5 binding, MCL1-BIM inh, Fam108B counter, GLD-1 RNA inh, PME-1 primary, AHR act
Entry for COC(=O)CSc1nnc(-c2ccoc2C)n1-c1ccc(OC)cc1 : 0, 3, -6, 0.0, -2, 1, -3, -7, 0
Entry for COc1ccc(CN2CC(C(N)=O)Oc3ccccc32)cc1F (stereo unspecified) : -5, 5, 3, -0.7, 2, 3, 5, 2, 0

Going on with the list:
SMILES	PAFAH1B2 inh	BCLXL inh	pPAFAH FP inh	MEX-5 binding	MCL1-BIM inh	Fam108B counter	GLD-1 RNA inh	PME-1 primary	AHR act
CC1(C)CC(=O)C([N+](=O)[O-])=C(NCCCO)C1	2	2	1	1.7	-4	-2	12	-1	-1
Cc1ccc(NC(=O)CSc2nnc(-c3cc(C)[nH]n3)n2N)cc1	0	0	5	-0.6	-5	3	-3	-3	8
Cn1ncc(N)c1C(=O)Nc1cccc(C(F)(F)F)c1	3	41*	-2	-2.0	7	1	4	5	46
CCc1ccc(NC(=O)c2ccc3c(=O)n4c(nc3c2)CCCCC4)cc1	1	3	0	-1.5	5	0	4	-1	3
O=C(COC(=O)c1cccc(O)c1)Nc1ccc(OC(F)F)cc1	4	-2	0	1.6	1	0	-7	-17	5
CC(=O)N1CCN(c2ccccc2NC(=O)c2ccc(-c3cccc([N+](=O)[O-])c3)o2)CC1	1	4	3	-1.1	-5	3	-1	-3	4
CC(=O)N(Cc1ccco1)C1(C(=O)NC2CCCCC2)CCCCC1	3	6	0	-3.6	2	1	3	5	2
CCN(CC)S(=O)(=O)c1cccc(NC(=O)c2ccc(Br)cc2)c1	6	2	7	0.8	-6	-7	-5	-5	35
O=C(CCOc1ccccc1)Nc1nnc(-c2ccc3c(c2)OCCO3)o1	0	5	4	-2.2	1	-3	1	-4	4
Cc1cc(C)n(C(=O)c2ccncc2)n1	.	0	3	0.5	1	-1	-2	-5	1
Cc1ccc(/C=N/NC(=O)CNC(=O)c2cccc([N+](=O)[O-])c2C)o1	-2	9	-1	-2.2	-5	-1	2	-5	6
Cn1cccc1C1C(C#N)=C(N)OC2=C1C(=O)CC(C)(C)C2 (stereo unspecified)	3	9	10	1.4	8	0	2	1	6
COc1ccc(C(=O)CN2C(=O)NC3(CCc4ccccc43)C2=O)c(OC)c1 (stereo unspecified)	-1	2	-4	1.4	-2	1	0	-6	3
CCN(CC)CCn1c(=N)n(CCOc2ccccc2)c2ccccc21	0	-2	-3	2.2	-7	0	4	4	2
N#Cc1c(NCCCO)nc(NCc2ccccc2)c2c1CCN(Cc1ccccc1)C2	2	31*	0	0.1	34	12	33*	5	12
O=C(O)C(CC1CCCCC1)N1CCS(=O)(=O)CC1 (stereo unspecified)	6	5	3	-1.9	-1	2	5	3	-1
O=C(Nc1ccc(NC(=O)c2ccc([N+](=O)[O-])cc2[N+](=O)[O-])cc1)c1ccco1	8	3	3	-1.5	7	1	-2	-3	-5
CCC1=C(OC(=O)N(CC)CC)N2C(=O)OC(=NCc3ccccc3)[C@]2(C)[C@H]2C1=CC[C@H]1C(=O)NC(=O)[C@H]12	-1	5	3	1.4	-2	1	9	-3	2
CO/N=C(/CS(=O)(=O)c1ccc(Br)cc1)c1ccc(OC)cc1	10	0	3	-7.4	0	4	7	-11	1
CCc1cccc2c1NC(=O)C21N2CCCC2C(C(=O)c2ccc3ccccc3c2)C12C(=O)Nc1ccccc12 (stereo unspecified)	1	1	7	-0.2	7	-10	6	1	12
C#CCOCCOCCOCCNc1nc(N2CCN(C(=O)C([C@@H](C)O)n3cc([C@@H](N)CCCCN)nn3)CC2)nc(N2CCN(C(=O)[C@H](CC(N)=O)n3cc(C(N)[C@@H](C)CC)nn3)CC2)n1 (stereo partly specified)	-1	.	0	.	.	.	1	.	0
Cc1c(NC(=O)c2cc(-c3cccs3)on2)c(=O)n(-c2ccccc2)n1C	0	3	2	0.9	-1	-1	4	1	7
O=C(O)c1ccc(NNC(=S)Nc2cc(C(F)(F)F)ccc2Cl)cc1	3	3	13	-4.6	8	-4	-6	-13	-3
CC(Sc1nnc(C2CCCCC2)n1N)C(=O)NCc1ccc2c(c1)OCO2 (stereo unspecified)	4	-1	-4	-4.4	1	0	0	2	2
O=C(NCc1ccccc1)C(c1cccnc1)N(C(=O)c1ccccn1)c1ccc(F)cc1 (stereo unspecified)	1	2	4	0.7	-1	3	6	1	-1
Cc1cc(C)c(NC(=O)CNC(=O)COC(=O)/C=C/c2cccs2)c(C)c1	5	2	27*	0.3	-2	-3	4	2	4
Cc1c(C)n(CCO)c2ncnc(Nc3ccc(F)cc3)c12	3	-2	7	2.3	-7	3	-2	-5	18
Fc1ccc(NC(=S)Nc2ccc(Cl)cc2)cc1	1	0	5	3.9	0	4	5	-2	1
NS(=O)(=O)c1ccc(CCNC(=O)CNC(=O)c2ccccc2Br)cc1	2	4	6	1.7	3	0	6	1	1
COCC(=O)N(CCc1ccc(OC)c(OC)c1)Cc1cc2cc(C)ccc2nc1Cl	4	5	1	0.6	2	3	0	-3	1
Nc1cc(C(=O)OCC(=O)NCc2ccc(F)cc2)ccc1Cl	1	2	10	-2.7	3	3	2	1	-1
Cc1ccc(NC(=S)N(Cc2cccc(Br)c2)CC2CCC(C(=O)O)CC2)cc1 (stereo unspecified)	5	7	5	1.5	10	-2	3	1	3
CCN(Cc1ccccc1)C(=O)CSc1ccccc1C(=O)O	9	9	-6	1.1	5	3	-9	-16	2
O=C(c1cnccn1)N1CCc2ccccc2C1	3	7	-3	1.1	2	-9	2	-2	4

Screening results from PubChem.
